Screening data (PubChem)
MEKK3 PB1 HTS = MEKK3-MEK5 PB1 interaction, increase or decrease. AID 1529. Q99759. bead-based flow cytometry, Alexa488-MEK5 binding to MEKK3; actives lie on both sides; 0 = blocked by unlabeled MEK5, 100 = vehicle. binding response (% of control), % at 10 µM. 290,000 tested, 1.4% active;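 active = binding response more than 3 SD above or below the average of its plate-row segment, actives on both sides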;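 note: Alexa488 bead fluorescence after subtracting the streptavidin-only scavenger bead signal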
GalR3 antagonist = human GalR3 antagonism; 360,000 tested, 0.44% active; inhibition, % at 3 µM; HEK293 GalR3-CNG cAMP membrane potential fluorescence; galR3 body fused to GalR1 C-terminus; O60755;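 active = inhibition above the screen-wide average plus 3 SD, cut at about 13% in these data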;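 note: forskolin and galanin both at EC90 stimulate the cells; cAMP rise reported by CNG channel membrane potential dye signal; 0% = forskolin plus galanin with DMSO and 100% = forskolin alone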
PHOSPHO1 inh = blocks human PHOSPHO1 phosphatase activity; Q8TCT1; recombinant PHOSPHO1, absorbance phosphatase assay; inhibition, % at 13.3 µM; 290,000 tested, 1.1% active; AID 1565; in the data active = inhibition above about 60%
IDE act = boosts human insulin-degrading enzyme activity in HEK cells; P14735; FAbeta-B cleavage, fluorescence polarization; 0% vehicle, 100% cell-free pure enzyme wells; activation, % at 5.96 µM; 340,000 tested, 0.073% active; AID 493087;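 active = activation above the mean of all tested compounds plus 3 SD, set per screening campaign, cut at about 17% in these data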
CRFBP-R2 block = antagonists of CRF-binding protein/CRF-R2 receptor complex. HEK293 CRF-R2/CRF-BP, CRF-induced calcium fluorescence. inhibition, % at 11.8 µM. 350,000 tested, 0.59% active;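 active = inhibition of the ligand-induced calcium signal above about 50% at the single tested concentration, limit read from the data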
p-CIP stab down = lowers stability of the mouse p/CIP coactivator protein; Q05BA5; F442A p/CIP-EGFP cells, EGFP fluorescence, 16 h; decrease of EGFP signal, % at 10 µM; 290,000 tested, 0.01% active;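 active = EGFP signal decrease of at least 30% at 10 µM or well 3 SD below plate mean, unless failing retest; inactive = the rest, including hits failing retest or dose response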; note: some compounds called inactive have numbers as strong as hits; many of its hits are not listed in these tables
Target sequence (Q05BA5 1-1403): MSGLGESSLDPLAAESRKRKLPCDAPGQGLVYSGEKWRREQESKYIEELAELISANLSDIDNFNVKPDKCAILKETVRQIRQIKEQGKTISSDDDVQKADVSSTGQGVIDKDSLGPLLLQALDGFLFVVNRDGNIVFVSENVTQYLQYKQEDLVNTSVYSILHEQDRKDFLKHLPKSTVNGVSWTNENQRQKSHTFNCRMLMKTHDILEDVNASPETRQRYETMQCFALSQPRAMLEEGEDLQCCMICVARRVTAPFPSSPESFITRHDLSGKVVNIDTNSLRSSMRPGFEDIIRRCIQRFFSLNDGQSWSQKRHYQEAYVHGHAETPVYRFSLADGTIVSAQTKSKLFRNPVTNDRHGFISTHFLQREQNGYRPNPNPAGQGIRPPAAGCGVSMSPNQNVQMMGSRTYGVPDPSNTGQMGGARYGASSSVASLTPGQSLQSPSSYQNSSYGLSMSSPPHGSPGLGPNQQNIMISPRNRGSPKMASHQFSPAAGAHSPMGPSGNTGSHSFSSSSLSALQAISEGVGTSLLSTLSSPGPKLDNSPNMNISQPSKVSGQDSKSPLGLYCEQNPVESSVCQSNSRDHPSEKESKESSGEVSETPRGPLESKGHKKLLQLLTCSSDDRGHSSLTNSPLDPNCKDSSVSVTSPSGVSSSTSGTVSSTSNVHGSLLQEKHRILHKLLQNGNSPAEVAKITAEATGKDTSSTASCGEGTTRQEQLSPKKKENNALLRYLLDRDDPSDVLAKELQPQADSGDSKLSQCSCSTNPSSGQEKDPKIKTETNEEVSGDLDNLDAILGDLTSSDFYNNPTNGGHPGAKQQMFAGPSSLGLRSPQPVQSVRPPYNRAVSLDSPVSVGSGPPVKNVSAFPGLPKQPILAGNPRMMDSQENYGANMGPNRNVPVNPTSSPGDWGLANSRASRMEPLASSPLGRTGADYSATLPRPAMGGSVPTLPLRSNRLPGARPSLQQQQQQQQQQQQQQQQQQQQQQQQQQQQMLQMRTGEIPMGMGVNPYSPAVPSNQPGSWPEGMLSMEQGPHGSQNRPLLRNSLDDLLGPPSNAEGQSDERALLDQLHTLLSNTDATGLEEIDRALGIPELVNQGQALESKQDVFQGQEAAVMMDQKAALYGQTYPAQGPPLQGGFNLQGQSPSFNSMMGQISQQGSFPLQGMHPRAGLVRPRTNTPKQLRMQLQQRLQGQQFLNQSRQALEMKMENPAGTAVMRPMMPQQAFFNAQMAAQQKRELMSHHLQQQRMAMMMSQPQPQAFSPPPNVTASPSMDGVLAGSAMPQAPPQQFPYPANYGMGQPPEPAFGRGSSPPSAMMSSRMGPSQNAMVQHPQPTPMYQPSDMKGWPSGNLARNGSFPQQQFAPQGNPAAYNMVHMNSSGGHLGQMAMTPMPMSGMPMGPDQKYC
M4 PAM = positive allosteric modulators of human muscarinic M4 receptor | P08173 | CHO-K1 hM4/Gqi5, Fluo-8 calcium fluorescence, ACh EC20; 0% = ACh EC20, 100% = maximal ACh | activation, % at 3 µM | 360,000 tested, 0.4% active | AID 624126;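 active = activation above its plate's cutoff, the mean activation of sample wells plus 3 SD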; note: some results filed as inactive read as strong as hits
CRFBP-R2 agonist = agonists of human CRF-binding protein/CRF-R2 receptor complex | 350,000 tested, 0.46% active | activation, % at 13.2 µM | HEK293 CRF-R2/CRF-BP, calcium dye fluorescence (FLIPR); percent of saturating CRF peptide response;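 active = activation of at least 50%, plus an integration ratio under a set limit after plate pattern correction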;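 note: plate controls were neutral control wells without compound for no effect and CRF at EC100 for full effect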
IDE cell inh = inhibits human insulin-degrading enzyme in HEK cells. FAbetaB cleavage, fluorescence polarization. inhibition, % at 5.59 µM. 320,000 tested, 0.41% active. AID 434962;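 active = percent inhibition above the average of all tested compounds plus 3 SD, set per screening campaign, cut at about 16% in these data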;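 note: IDE supplied by intact live HEK cells; FP after avidin binding of uncleaved biotin substrate so inhibition keeps polarization high; 0% = DMSO wells and 100% = 60 µM reference IDE inhibitor Ii1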
An asterisk follows results filed as active; . = no result given. Rows were taken by chance (roughly 4.2% active in at least one column).

SMILES | MEKK3 PB1 HTS | GalR3 antagonist | PHOSPHO1 inh | IDE act | CRFBP-R2 block | p-CIP stab down | M4 PAM | CRFBP-R2 agonist | IDE cell inh
CCn1c(C)nc2cc(C(=O)NNC(=O)Nc3ccc(Cl)c(Cl)c3)ccc21 | 94 | -7 | 50 | . | . | 8 | . | . | 8
Fc1ccccc1-c1nc2ncccc2o1 | 102 | -4 | -97 | 3 | -4 | -4 | 6 | -0.2 | 1
CSCC[C@H](NC(=O)N1CCn2c1nc1ccccc12)C(=O)NCc1ccc2c(c1)OCO2 | 100 | -6 | 37 | 2 | -29 | -3 | -7 | -0.2 | 0
Cc1ccc(C)c(S(=O)(=O)NCC(=O)Nc2sc3c(c2C(N)=O)CCC(C)C3)c1 (stereo unspecified) | 104 | -2 | -62 | 7 | -7 | -7 | 10 | 1.5 | 2
CC(C)c1ccc(-c2nc3ccccc3s2)cc1 | 104 | -3 | 20 | -3 | -10 | -6 | 9 | 11 | 3
Nc1c(C(=O)c2ccc(Br)s2)oc2ccccc12 | 108 | -5 | 49 | -11 | 5 | -1 | -1 | -0.3 | 14
O=C(N/N=C/c1cc2c(cc1Cl)OCO2)c1cc(-c2ccccc2)n[nH]1 | 101 | -3 | -36 | 0 | -22 | -8 | -4 | 0.5 | 3
O=C(COC(=O)c1ccc([N+](=O)[O-])s1)NC(=O)NCc1ccccc1 | 101 | -3 | 49 | 3 | 12 | 9 | 1 | -1.3 | 6
O=C(CSc1ccc(Cl)cc1)Nc1cccc(NC(=O)c2ccco2)c1 | 93 | 6 | -5 | 1 | -6 | -5 | -4 | 1.3 | 4
O=[N+]([O-])c1ccc(O)c(C=Nc2ccc3c(c2)OCCO3)c1 | 142* | -11 | -27 | 2 | 6 | -19 | 0 | 3.1 | 3

3 entries from above, arranged by heavy-atom count, lowest first.
SMILES | MEKK3 PB1 HTS | GalR3 antagonist | PHOSPHO1 inh | IDE act | CRFBP-R2 block | p-CIP stab down | M4 PAM | CRFBP-R2 agonist | IDE cell inh
O=[N+]([O-])c1ccc(O)c(C=Nc2ccc3c(c2)OCCO3)c1 | 142* | -11 | -27 | 2 | 6 | -19 | 0 | 3.1 | 3
O=C(CSc1ccc(Cl)cc1)Nc1cccc(NC(=O)c2ccco2)c1 | 93 | 6 | -5 | 1 | -6 | -5 | -4 | 1.3 | 4
CCn1c(C)nc2cc(C(=O)NNC(=O)Nc3ccc(Cl)c(Cl)c3)ccc21 | 94 | -7 | 50 | . | . | 8 | . | . | 8

Other structures
SMILES | MEKK3 PB1 HTS | GalR3 antagonist | PHOSPHO1 inh | IDE act | CRFBP-R2 block | p-CIP stab down | M4 PAM | CRFBP-R2 agonist | IDE cell inh
CN(C)C(CNC(=O)c1ccc(Br)cc1)c1ccco1 (stereo unspecified) | 102 | -8 | 16 | 1 | 2 | 2 | -1 | 0.5 | 1
Cc1csc(NC(=O)c2cc(=O)[nH]c3ccccc23)n1 | 100 | -2 | 20 | 1 | 2 | 2 | -10 | -1.4 | 5
COC(=O)c1cc(C(=O)OC)n(Cc2ccc(Cl)cc2Cl)n1 | 85 | 1 | 36 | 2 | 24 | -7 | 9 | -1.7 | 3
CC1CCCC(C)N1C(=O)COC(=O)CCc1nc2ccccc2c(=O)[nH]1 (stereo unspecified) | 99 | -4 | -6 | 2 | 17 | 7 | 2 | 0.7 | -5
CC(C)Cn1c(-c2cccs2)nc2nc3ccccc3nc21 | 101 | -1 | 6 | -2 | 4 | -9 | -3 | -0.8 | -1
NC(=O)NC(=O)COC(=O)c1ccc(OC(F)(F)F)cc1 | 87 | -6 | 34 | 6 | -8 | -3 | 9 | -2.0 | -1
CCCn1c(CN2CCN(C(=O)OCC)CC2)nc2cc(NC(=O)C(C)C)ccc21 | 101 | -9 | 42 | -1 | -9 | -21 | 7 | 2.4 | 0
Cc1cc(C)n2nc(C(=O)Nc3ccc(S(=O)(=O)N4CCCCC4)cc3)nc2n1 | 98 | 6 | 12 | -1 | 4 | -1 | 0 | -1.2 | 6
Clc1ccc(-c2nnc3n2-c2ccccc2SC3)cc1 | 100 | 0 | -5 | 3 | 2 | -9 | 0 | -3.7 | -1
Cc1nc2cc(C(F)(F)F)ccc2n1C1CCN(CC(=O)NC(C)(C)C)CC1 | 100 | -2 | -4 | 1 | -5 | -12 | 0 | 3.5 | 5
COc1ccc(Oc2nnnn2-c2ccccc2)cc1 | 89 | -3 | 3 | -3 | -2 | -2 | 4 | -4.4 | 1
Cc1ccccc1NC(=O)Cc1nnc(SCC(=O)c2ccc(Br)cc2)n1C | 103 | -5 | 29 | 2 | -11 | -5 | -4 | -2.1 | -2
CN(NC1OC(=O)c2ccccc21)c1ccc(Cl)cc1[N+](=O)[O-] (stereo unspecified) | 84 | -7 | 4 | -1 | 2 | -6 | 1 | -0.2 | 3
COc1ccc(/C=C/C(=O)Nc2ccc(S(=O)(=O)Nc3cc(C)nc(C)n3)cc2)cc1OC | 105 | -8 | 24 | -2 | -4 | -7 | -4 | 0.5 | -5
CCOC(=O)c1[nH]c(C)c(/C(O)=C2\C(=O)C(=O)N(CCN3CCOCC3)C2c2cccs2)c1C (stereo unspecified) | 102 | -4 | 7 | 1 | -5 | -7 | 0 | 1.8 | 3
CCOc1ccc2[nH]c(=O)c(CN(CCOC)C(=O)N3CCOCC3)cc2c1 | 102 | 3 | 31 | -1 | 8 | -8 | 4 | 2.3 | 6
Cc1ccccc1C(=O)NNC(=O)c1ccc(Br)cc1 | 100 | -3 | 9 | 7 | -18 | 14 | 12 | 6.4 | -2
Cc1ccc(Cl)cc1NC(=O)CNCC(c1ccccc1)N(C)C (stereo unspecified) | 105 | -4 | 24 | 0 | -9 | -5 | -3 | -1.0 | 1
COc1ccc(CN2C(=O)c3ccccc3C2C(=O)NC2CCCC(C)C2C)c(OC)c1 (stereo unspecified) | 98 | -4 | 2 | 5 | -12 | 4 | 17 | -6.0 | .
O=[N+]([O-])c1cc(C(F)(F)F)ccc1Sc1ccccn1 | 96 | 2 | 0 | 0 | 12 | -11 | -2 | -1.0 | 2
Cc1cc(OCCOCCN2CCCC2)ccc1C(C)C | 98 | -1 | 1 | 4 | -9 | -10 | 2 | -1.3 | 5
CC(c1ccccc1)N1C(=O)NC(NC(=O)C(C)(C)C)(C(F)(F)F)C1=O (stereo unspecified) | 98 | -4 | 4 | 0 | 13 | 0 | 2 | -2.1 | -5
COc1ccc(CCNc2oc(-c3cccc4ccccc34)nc2P(=O)(OC)OC)cc1OC | 98 | -3 | -21 | -6 | -8 | 0 | -7 | -2.4 | -8
CN(C)CCNC(=O)c1ccc2c(c1)NC(=O)c1ccccc1S2 | 103 | -3 | 29 | 5 | -3 | -6 | 1 | -1.1 | 3
Cc1ccc(C(C)C)c(OCCN)c1 | 105 | -4 | -2 | 1 | 3 | -12 | 1 | 1.4 | -4
Cc1c(C(=O)NCc2ccc3c(c2)OCO3)oc2ccc(S(=O)(=O)N3CCCC3)cc12 | 101 | -4 | 2 | 8 | -18 | -4 | -8 | -1.2 | 6
C=CCNC(=O)COCc1cc(-c2ccc3c(c2)OCO3)on1 | 110 | -9 | 34 | 0 | -3 | -9 | -3 | -4.9 | -2
Cc1ccc(C(=O)NCC(=O)Nc2cccc(C(F)(F)F)c2)cc1 | 104 | -7 | -9 | 0 | -5 | 0 | 5 | 3.4 | 1
COc1ccc(CNc2ccc([N+](=O)[O-])cn2)cc1 | 101 | -12 | 20 | -1 | 18 | -3 | -9 | -6.1 | 0
Cc1cccc2c1cnn2C(=O)CCC(=O)N1CCC(C)CC1 | 97 | . | 12 | 2 | -21 | -5 | 1 | 3.0 | 4
Cc1ccc2c(c1)-c1cc(C)nn1C(c1sccc1C)N2 (stereo unspecified) | 99 | -4 | 5 | 6 | -9 | -7 | 10 | 3.5 | 4
OCC[C@@H]1C[C@@H](O)[C@H](O)[C@@]2(OCCc3ccccc32)O1 | 98 | -2 | 20 | 4 | -1 | -5 | 8 | -0.4 | 1
COc1ccc(C2(C(=O)Nc3ccc(C(=O)N4CCOCC4)cc3)CCOCC2)cc1 | 101 | -1 | 8 | 1 | -31 | -5 | 1 | -0.7 | -1
COc1nsnc1NS(=O)(=O)c1ccc(NC(=S)NC(=O)c2cccnc2)cc1 | 91 | -5 | -12 | . | 0 | 0 | -2 | -0.9 | -3
CCC(=O)N1CCc2cc(S(=O)(=O)N3CCN(c4ccccn4)CC3)ccc21 | 105 | 0 | 8 | 6 | 7 | -3 | 3 | -0.4 | -6
CC(C)=NOc1cc(NC(=O)CCl)cc([N+](=O)[O-])c1 | 104 | -7 | 4 | 3 | 42 | 0 | -5 | -1.9 | -6
O=C(NCc1ccc2c(c1)OCO2)c1ccc(CN2CCOCC2)cc1 | 106 | -5 | 11 | 9 | -10 | -5 | 18 | 0.9 | 2
Cc1ccc(-n2nnnc2-c2ccco2)cc1 | 107 | 1 | 8 | 4 | 16 | -20 | -2 | -0.8 | 8
Cc1ccc(S(=O)(=O)Nc2cc3c4c(c2)CCN4C(=O)CC3)cc1 | . | -3 | . | 2 | -7 | . | 16 | -1.7 | 1
COC(=O)c1sccc1NC(=O)Nc1cccc(Cl)c1Cl | 107 | -4 | 11 | 1 | 35 | -5 | -1 | -0.4 | 1
CCN(CC)CCN(C(=O)/C=C/c1cccs1)c1nc2ccc(OC)cc2s1 | . | -7 | . | -4 | -5 | . | 6 | -2.9 | .
CNC(=O)CNC(=O)Nc1ccc(C)cc1 | 101 | 2 | 24 | 8 | 8 | 5 | -7 | -1.1 | -2
Cc1ccc2[nH]c(=O)cc(C(=O)OCC(=O)c3ccc(F)cc3)c2c1 | 91 | -1 | -10 | 3 | 3 | 1 | 2 | -0.9 | 1
COCCn1c(C)cc(C(=O)COC(=O)/C=C/c2ccc(OC)cc2OC)c1C | . | -4 | . | 2 | 1 | . | 8 | -1.2 | 3
Cc1nc2ccccc2c(=O)n1Nc1cccc(Cl)c1 | 114 | 7 | 1 | 4 | -19 | -12 | 6 | 1.2 | -1
Cc1ccc2c(c1)N(S(=O)(=O)c1cc(-c3cc(C)no3)ccc1C)CCO2 | 100 | -2 | 12 | 7 | 0 | -6 | 0 | 3.2 | 5
CC(Sc1nc2ccccc2n1C)C(=O)Nc1ccc(N2CCOCC2)cc1 (stereo unspecified) | 101 | -4 | 2 | 0 | -5 | -10 | -3 | 0.0 | 1
NS(=O)(=O)c1ccc(CCNC(=O)CNCCc2ccccc2)cc1 | 97 | -4 | 11 | 0 | -1 | -6 | 12 | 0.0 | 4
COC(=O)c1ccc(CNC(=O)CSC(C)C(=O)Nc2cc(C)on2)cc1 (stereo unspecified) | . | -4 | . | 6 | -7 | . | 11 | -0.2 | 6
Cc1ccc(C)c(NCc2ccccc2CO)c1 | 83 | 5 | -27 | 1 | 7 | 0 | 13 | 1.3 | -4

The list goes on.
SMILES | MEKK3 PB1 HTS | GalR3 antagonist | PHOSPHO1 inh | IDE act | CRFBP-R2 block | p-CIP stab down | M4 PAM | CRFBP-R2 agonist | IDE cell inh
O=C(O)C1CCN(C(=O)c2csc(-c3ccc4c(c3)CCO4)n2)CC1 | 99 | -5 | 16 | 0 | 20 | -19 | -15 | -1.3 | 12
COc1ccc(C(=O)C2CCN(CC(=O)Nc3ccc(OC)cc3OC)CC2)cc1 | 99 | -7 | -1 | -6 | 0 | -9 | -7 | -0.4 | -1
CNC(=O)c1sc(-c2cccs2)nc1C | 94 | -2 | 40 | -1 | -11 | -34 | -2 | -1.8 | 1
CCc1ccc(OCc2n[nH]c(=S)n2C(C)CCCC(C)C)cc1 (stereo unspecified) | 95 | -8 | 7 | 1 | -30 | -10 | 4 | 0.6 | 2
O=C(Nc1ccc(Cl)cc1)c1cccc(S(=O)(=O)Nc2ccccn2)c1 | 99 | -5 | 18 | -10 | 3 | 4 | 9 | -1.8 | 6
